High-throughput results (PubChem)
GPR55 beta-arrestin = GPR55 agonists via beta-arrestin recruitment, primary screen, imaging, U2OS cells, beta-arrestin-GFP redistribution (AID 1961). G-protein coupled receptor 55 (Homo sapiens). U2OS GPR55 beta-arrestin-GFP redistribution imaging; higher % means a stronger effect. activation, % at 10 µM; hits with a dose series show EC50 in µM. actives 0.048% (n = 290,000);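 active = activation above 40% with more than 50 cells counted in the well; inconclusive = wells holding fewer than 50 cells, flagged as toxic or sparse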;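 note: U2OS osteosarcoma cells stably expressing GPR55 and beta-arrestin-GFP; plate controls were DMSO negative control for no effect and LPI positive control for full effect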
Dengue-2 NS5 capping = Dengue-2 NS5 methyltransferase inhibitors, primary screen, biochemical, confirmation dose response (AID 588689). Genome polyprotein (Dengue virus type 2 (strain 16681-PDK53)). Dengue-2 NS5 methyltransferase capping enzyme assay, biochemical; higher % means a stronger effect. inhibition, % at 25 µM; hits with a dose series show IC50 in µM. actives 0.3% (n = 340,000); in the data active = a potency from the dose series; inconclusive = inhibition above about 29% without an active follow-up result
SV40 large T antigen = SV40 large T antigen inhibitors, biochemical (AID 1903); SV40 large T antigen ATPase/helicase inhibition assay; higher % means a stronger effect; one-dose inhibition, % at 20 µM; IC50 in µM for titrated hits; actives 0.39% (n = 310,000); in the data active = a potency from the dose series; inconclusive = inhibition mostly from about 32% at the one dose, without a potency; inactive = the rest, 99 in 100 with inhibition below about 32%; note: strong numbers were not always called active
GPR55 LPI antagonism = GPR55 antagonists blocking LPI-driven arrestin recruitment, primary screen, imaging, U2OS, beta-arrestin-GFP, LPI agonist (AID 2013); U2OS GPR55 beta-arrestin-GFP translocation imaging, LPI antagonism; higher % means a stronger effect; inhibition, % at 10 µM, or IC50 in µM where a hit was titrated; actives 0.13% (n = 290,000);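 active = spots per cell inhibited over 60%, with over 100 cells counted and total cytoplasm intensity under 500,000; inconclusive = wells with under 100 cells, flagged as likely toxic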;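 note: U2OS cells stably carrying GPR55 and arrestin-GFP stimulated by 5 µM LPI near EC80; imaged beta-arrestin-GFP aggregate spots per cell after agonist stimulation; plate controls were LPI-stimulated DMSO wells for no effect and DMSO wells without LPI for full effect; some results filed as inactive read as strong as hits; confirmed hits need IC50 under 10 µM and bright autofluorescent wells are also inconclusive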
Rac1 GTP hydrolysis = MgcRacGAP GTPase-activating activity inhibitors, confirmation, biochemical, ADP Hunter fluorescence | MgcRacGAP-stimulated Rac1 GTP hydrolysis, ADP Hunter fluorescence; higher % means a stronger effect; GST-tagged Rac1 F28L mutant substrate | Rac GTPase-activating protein 1 (Homo sapiens) | inhibition, % at 30 µM, or IC50 in µM where a hit was titrated | actives 0.6% (n = 340,000);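 active = first-screen hits whose inhibition reached a set limit at any dose in the follow-up dose series; inconclusive = inhibition above the set first-screen limit but never retested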;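 note: fluorescence reports GDP produced by GAP-driven GTP hydrolysis; strong numbers were not always called active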
NTR1 agonist = agonists of NTR1, primary screen, imaging, U2OS cells, beta-arrestin-GFP, high content (AID 493036); Neurotensin receptor type 1 (Homo sapiens), P30989; NTR1-U2OS beta-arrestin-GFP spot imaging, agonist mode; activation, % at 20 µM; actives 0.17% (n = 330,000);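 active = activation at or above 40% of the spot to cytoplasm intensity ratio, with at least 20 cells analyzed; inconclusive = wells under 20 cells, flagged as cytotoxic or low count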;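 note: 0% = DMSO without peptide and 100% = 100 nM NTR1 peptide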
Target sequence (P30989 whole entry, looked up): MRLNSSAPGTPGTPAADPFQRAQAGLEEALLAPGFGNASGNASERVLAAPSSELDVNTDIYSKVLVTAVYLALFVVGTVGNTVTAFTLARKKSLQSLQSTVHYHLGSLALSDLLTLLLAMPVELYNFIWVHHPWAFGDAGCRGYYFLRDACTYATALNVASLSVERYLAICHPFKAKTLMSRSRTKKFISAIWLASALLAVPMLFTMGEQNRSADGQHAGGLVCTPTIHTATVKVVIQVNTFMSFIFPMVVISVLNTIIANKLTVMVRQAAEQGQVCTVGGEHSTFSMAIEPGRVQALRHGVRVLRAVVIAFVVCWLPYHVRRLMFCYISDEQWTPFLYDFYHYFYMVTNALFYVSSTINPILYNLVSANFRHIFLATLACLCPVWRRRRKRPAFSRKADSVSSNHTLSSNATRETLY
AID2073 = inhibitors of Mint1-CaV2.2 protein interaction, biochemical, HTRF (AID 2073) | Voltage-dependent N-type calcium channel subunit alpha-1B (Homo sapiens) | HTRF protein-protein interaction, Mint1-CaV2.2; higher % means a stronger effect | inhibition, % at 20 µM, or IC50 in µM where a hit was titrated | actives 0.19% (n = 290,000); in the data active = inhibition mostly above about 51%, no sharp cut-off; inconclusive = no clear call, values can overlap the other calls; inactive = mostly below about 53%; note: some results filed as inactive read as strong as hits
GPR35 arrestin U2OS = GPR35 antagonists blocking zaprinast-driven arrestin recruitment, primary screen, imaging, U2OS, beta-arrestin-GFP, zaprinast agonist (AID 2058); G-protein coupled receptor 35 (Homo sapiens); U2OS GPR35 beta-arrestin-GFP translocation imaging, zaprinast antagonism; higher % means a stronger effect; inhibition, % at 10 µM, or IC50 in µM where a hit was titrated; actives 0.052% (n = 290,000);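 active = inhibition of at least 50% with at least 30 cells and total cytoplasm GFP at most 10,000,000; inconclusive = under 30 cells or total GFP of 10,000,000 plus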
Yfh1-depleted yeast = enhancers of respiration in Yfh1-depleted yeast, dose response, Friedreich's ataxia, plus single-dose screen (AID 1465) | S. cerevisiae Yfh1-off respiration, WST-1 reduction, 72 h; higher fold induction means a stronger effect | fold induction at 50 µM, or EC50 in µM where a hit was titrated | actives 0.074% (n = 220,000);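 active = fold induction of absorbance versus untreated yeast above a set limit, then at least 30% activation at any dose in follow-up; inconclusive = repeats straddling the limit, or above it without dose testing; inactive = fold induction below the set limit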;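 note: activators that raise dye reduction in frataxin-depleted yeast; strong numbers were not always called active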
NTR1 agonist cell count 20 µM = also measured in NTR1 agonist; calls as there; cell count; measured here: cell count, cytotoxicity flag
The depositor's hits bear a star; i = inactive; u = inconclusive; x = not tested or not shown.

smiles	GPR55 beta-arrestin	Dengue-2 NS5 capping	SV40 large T antigen	GPR55 LPI antagonism	Rac1 GTP hydrolysis	NTR1 agonist	NTR1 agonist cell count 20 µM	AID2073	GPR35 arrestin U2OS	Yfh1-depleted yeast
Cc1ccc(C)c(-c2ccc(=O)n(Cc3cccc(Br)c3)n2)c1	3.5µM*	-7%	3%	18%	x	19	69	-2%	8%	x
Cc1sc2ncn(CC(=O)NCC3COc4ccccc4O3)c(=O)c2c1S(=O)(=O)N1CCCCC1 (stereo unspecified)	-0.7%	-11%	15%	12%	2%	0.1	87	20%	-1%	i
O=C(Nc1ccc2c(c1)CCC2)C1CCN(c2c3c(nc4ncnn24)CCC3)CC1	-0.2%	-11%	10%	-7%	14%	5.1	56	-4%	20%	i
O=S(=O)(c1ccccc1)N1CCc2ccccc21	x	6%	12%	x	10%	1.3	79	x	x	x
COc1ccc(/C=C(/NC(=O)c2cccs2)C(=O)Nc2ccc(C)cc2)cc1OC	0.4%	-9%	-20%	9%	6%	1.1	64	3%	3%	i
O=C(N/N=C/c1ccccc1O)NC12CC3CC(CC(C3)C1)C2	0.0%	-1%	1%	2%	7%	27	96	3%	-3%	x
CC1(C(=O)N/N=C/c2cc3c(cc2Br)OCO3)CC1(Br)Br (stereo unspecified)	0.0%	2%	22%	18%	8%	5.3	71	6%	15%	x
O=C(O)Cc1c[nH]c2ccc(O)cc12	x	-2%	30%	x	3%	3.3	44	x	x	i
O=S(=O)(c1ccc2ccccc2c1)N1CCN(S(=O)(=O)N2CCOCC2)CC1	-0.1%	x	6%	-7%	9%	1.4	54	9%	-16%	i
Cc1occc1C(=O)NNS(=O)(=O)c1ccc([N+](=O)[O-])cc1	-0.2%	-2%	5%	-7%	1%	-1.1	55	4%	-5%	x
COC(=O)/C(=C\Nc1ccccc1)NC(=O)c1ccc(Cl)cc1Cl	0.3%	-8%	-11%	-6%	1%	-1.6	52	18%	-3%	i
COc1ccc(NC(=O)COc2ccc(/C=N/n3c(C)nnc3C)cc2OC)cc1	-0.2%	10%	0%	1%	0%	-1.5	35	-1%	12%	i
Cc1cc(C)c(S(=O)(=O)N(C)c2ccccc2)c(C)c1	0.4%	1%	-7%	16%	-19%	1.4	80	-8%	22%	i
Nc1ccc(-c2sc(N)nc2-c2ccccc2)cc1	-0.1%	-10%	14µM*	21%	u	-0.1	88	-9%	7%	x
Cc1ccc(C(=O)NNC(=O)c2ccccc2O)cc1S(=O)(=O)N1CCCCC1	x	1%	9%	x	7%	-0.5	59	x	x	x
COc1ccc(NC(=O)Cn2c([N+](=O)[O-])cnc2C)cc1Cl	0.0%	3%	8%	-8%	2%	-0.7	84	8%	-1%	x
Nc1nc2n(n1)C(c1ccco1)CC(c1ccc(Cl)cc1)N2 (stereo unspecified)	-1.0%	-3%	11%	-11%	3%	-2.3	48	-1%	-4%	i
CCOC(=O)CNC(=S)N(Cc1ccc(C)cc1)Cc1ccc(C)o1	0.0%	-10%	6%	10%	0%	0.3	62	-14%	-11%	i
CN(C)c1nc(Oc2ccc(=O)[nH]n2)nc(N2CCCCC2)n1	0.2%	1%	5%	-4%	4%	-0.8	46	11%	7%	i
COc1ccc(CNCc2cc(C)c(OC)cc2C)c(OC)c1	-0.3%	2%	-10%	-6%	30%	-0.2	64	8%	-3%	x
COc1ccc(S(=O)(=O)N(CCC(N)=O)Cc2ccco2)cc1OC	-0.3%	-5%	5%	-16%	-4%	-2.4	70	-18%	-1%	i
Cc1nc(N2CCN(c3ccccn3)CC2)c2c(C)c(C(=O)N3CCN(c4ccc(F)cc4)CC3)sc2n1	-0.2%	1%	6%	0%	10%	9.3	44	20%	-27%	x
COc1ccc(NC(C)C(=O)N/N=C/c2ccccc2OCc2cccc(Br)c2)cc1 (stereo unspecified)	0.1%	-8%	7%	6%	12%	4.5	89	2%	7%	i
Cc1cc(C)c(C)c(S(=O)(=O)N2CCN(C(=O)CCC(=O)N3CCOCC3)CC2)c1C	-0.1%	-1%	18%	-3%	14%	-2.6	80	6%	19%	i
COc1ccc(NC(=O)CCc2nc(-c3ccc(C)cc3)no2)c(OC)c1	1.1%	x	-3%	2%	2%	0.9	37	-2%	15%	i
CC(NC(=O)CN(C)Cc1cccs1)c1ccccc1 (stereo unspecified)	-0.3%	4%	17%	4%	-12%	1.2	110	-1%	6%	i
CC1CN(c2ccc(C(=O)c3ccccc3C(=O)O)cc2[N+](=O)[O-])CC(C)O1 (stereo unspecified)	-0.1%	-14%	17%	12%	8%	-0.2	40	4%	7%	i
CC1CCCN(CCOCCOc2ccccc2-c2ccccc2)C1 (stereo unspecified)	-0.2%	9%	1%	29%	15%	-0.5	33	-2%	-10%	i
CCOC(=O)C1CCCN(C(=O)c2cn(-c3ccccc3)nc2-c2cccnc2)C1 (stereo unspecified)	x	5%	16%	x	-1%	0.6	53	x	x	x
CC(C)(C)C1=CC=C(C(C)(C)C)C(=O)C1=O	24%	x	5%	-11%	x	0.5	50	-97%	16%	i
CCOC(=O)c1c(C)n(C)c2ccc(OC(=O)c3ccc([N+](=O)[O-])cc3)cc12	-0.1%	4%	5%	-10%	3%	10	65	15%	-8%	i
CC(C)(C)NC[C@@H](O)COc1cccc2c1CCCC2=O	x	1%	0%	x	1%	2.4	64	x	x	x
CCN(CC)CCNC(=O)Cc1c(C(=O)O)n(CC)c2ccccc12	0.2%	-1%	7%	11%	4%	-0.4	63	-11%	0%	i
CCc1ccc(NC(=O)COc2ccc(/C=C(/C#N)c3nc4ccccc4[nH]3)cc2OC)cc1	-0.1%	5%	8%	-3%	6%	52*	40*	15%	-10%	i
COc1cccc2cc(C(=O)N3CCN(c4ncccn4)CC3)c(=O)oc12	-0.2%	-6%	6%	-7%	6%	-0.1	73	4%	-1%	i
C=CCN1C(=O)/C(=C\C=C2\N(C)c3ccccc3C2(C)C)SC1=S	x	-47%	15%	39%	14%	-2.6	63	-3%	48%	i
Cc1nn(-c2ccccn2)c2nc(-c3cccs3)cc(C(=O)N3CCOCC3)c12	-0.3%	-1%	19%	-12%	5%	-2.5	76	-9%	6%	i
O=C(CCC1CCN(C(=O)c2cccc(Cl)c2F)CC1)Nc1ccccc1	-0.1%	1%	7%	-13%	6%	0.6	63	0%	0%	x
Cc1ccc(C)c(C(=O)COC(=O)CN2C(=O)C3C4C=CC(C4)C3C2=O)c1 (stereo unspecified)	-0.1%	-5%	8%	1%	-6%	1.0	53	5%	4%	x
C=CCNCC(=O)Nc1sc2c(c1C(=O)Nc1ccc(OC)cc1OC)CCC2	-0.1%	3%	9%	-14%	7%	6.0	69	18%	8%	i
Cc1[nH]c(=O)[nH]c(=O)c1S(=O)(=O)N(C)Cc1ccccc1	-0.2%	0%	3%	-16%	12%	-0.8	66	-7%	4%	i
COCCN1C(=O)C(=O)/C(=C(/O)c2ccc(S(=O)(=O)N3CCOCC3)cc2)C1c1ccc(C(C)C)cc1 (stereo unspecified)	-0.1%	x	17%	12%	x	x	x	4%	11%	i
Fc1ccc(-c2nnn3c2nc(NCc2ccccc2)c2ccccc23)cc1	0.3%	3%	11%	14%	5%	3.5	63	u	-4%	i
COc1ccc(C(CC(=O)O)NC(=O)c2ccccc2[N+](=O)[O-])cc1 (stereo unspecified)	-0.1%	-5%	6%	1%	-9%	0.0	50	4%	13%	i
Cc1ccc(C(=O)Cn2c(C(=O)O)cc3ccccc32)cc1	0.4%	-10%	5%	-3%	5%	-1.0	66	-1%	-3%	x
COc1ccc(C(=O)c2ccccc2)cc1	-0.3%	5%	3%	0%	6%	-1.8	78	4%	-3%	i
COC(=O)c1ccc(C(=S)N2CCOCC2)cc1	0.3%	-7%	6%	1%	14%	0.7	47	-13%	-6%	x
CCCOCC1CC2(CC(C)(c3csc(N)n3)OC2=O)C(=O)O1 (stereo unspecified)	-0.3%	-1%	-2%	4%	8%	-1.1	90	7%	-3%	i
O=[N+]([O-])c1ccc(Oc2ccc(F)cc2Br)c2ccncc12	0.3%	5%	0%	1%	3%	3.2	40	-6%	7%	i
Cn1c(N)c(C(=O)COC(=O)C2CC(O)CN2S(=O)(=O)c2ccc(Cl)cc2)c(=O)n(C)c1=O (stereo unspecified)	-0.1%	-5%	16%	3%	8%	0.5	68	1%	-1%	i
COc1ccc(NC(=O)CN2C(=O)C(c3ccccc3)=NC23CCCCCC3)cc1OC	0.1%	-2%	8%	-7%	-1%	2.5	39	-3%	-2%	i
CCc1cc(=O)oc2c(C)c(OCC(=O)NCC3CCC(C(=O)O)CC3)ccc12 (stereo unspecified)	-0.1%	-7%	6%	-9%	-2%	-2.6	93	14%	8%	x
Cc1ccc(-n2c(SCC(=O)NCC3CCCO3)nc3c(c2=O)SCC3)cc1 (stereo unspecified)	-0.1%	-4%	-5%	-4%	7%	1.7	87	-3%	-3%	i
CCn1c(SCC(=O)Nc2ccc(C)cc2)nc(O)cc1=O	0.2%	-10%	20%	14%	3%	0.6	41	8%	-6%	i
CC(=O)c1ccc(N2CCN(S(=O)(=O)c3c(C)[nH]c(C)c3C(=O)N3CCCC3)CC2)cc1	0.3%	-8%	2%	11%	10%	-1.1	55	8%	-20%	x
COc1ccc(C(=O)Nc2ccc([N+](=O)[O-])cn2)cc1OC	-0.4%	-6%	9%	52%	6%	-0.5	62	10%	-16%	i
